Compound activity: PubChem, National Center for Advancing Translational Sciences (NCATS)
TDP43 rescue = inhibitors of TDP-43 toxicity in yeast. TDP-43 expressing yeast growth rescue, BacTiter-Glo, 24 h. Potency, µM (highest dose often 46.1 µM), for the others: top-dose growth rescue (activation), actives largely listed as activators. 410,000 tested, 1.8% active; note: % of control where 0% means no effect; nearly all actives have a fitted effect of over 50% in size
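Yeast expressing TDP-43 (pregrown in raffinose, seeded at OD600=0.02 in galactose medium) exposed to compounds 24 hr at 30 deg C. Growth read by BacTiter-Glo luminescence; rescue of toxicity appears as increased signal.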
FUS suppressor = FUS proteinopathy suppression in yeast. Potency, µM (doses to about 76.6 µM), inactives show top-dose growth rescue (activation), usual class: activators. AID 1347120. 390,000 tested, 0.24% active. S. cerevisiae FUS-expressing, growth rescue, OD600, 24 h;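 note: plate controls were DMSO vehicle for no effect and reference control for full effect; nearly all actives have a fitted effect of over 55% in size; some results filed as inactive show a strong effect at the top dose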
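Read-out: OD at 600 nm after 24hr at 30C, reporting rescue of FUS-induced yeast toxicity. Cells at OD 0.005 in galactose (2%) minimal medium; compounds tested in a dilution series; CP55940 titration from 92uM final as control.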
EPAC2 antag = EPAC2 (human) antagonism | Q8WZA2 | EPAC2 GEF exchange of Rap1B-BODIPY-GDP, fluorescence | Potency, µM (series often up to 114 µM), for inactives: top-dose activity, negative = inhibition, actives largely listed as inhibitors | 360,000 tested, 0.18% active; note: % is set by controls: 0 for no effect and ±100 for the full control effect; nearly all actives have a fitted effect of over 45% in size; many of its hits are not listed in these tables
PTHR1 agonist = activates the human parathyroid hormone receptor PTHR1 | Q03431 | HEK293 GP2 PTHR1 cells, GloSensor cAMP luminescence, 1 h | Potency, µM (titrated, usually from 115 µM), for the others: top-dose activation, most hits filed as activators | 410,000 tested, 0.075% active; note: nearly all actives have a fitted effect of over 55% in size; some results filed as inactive show a strong effect at the top dose; inactives centre near -15; many of its hits are not listed in these tables
Target sequence (Q03431 whole entry, looked up): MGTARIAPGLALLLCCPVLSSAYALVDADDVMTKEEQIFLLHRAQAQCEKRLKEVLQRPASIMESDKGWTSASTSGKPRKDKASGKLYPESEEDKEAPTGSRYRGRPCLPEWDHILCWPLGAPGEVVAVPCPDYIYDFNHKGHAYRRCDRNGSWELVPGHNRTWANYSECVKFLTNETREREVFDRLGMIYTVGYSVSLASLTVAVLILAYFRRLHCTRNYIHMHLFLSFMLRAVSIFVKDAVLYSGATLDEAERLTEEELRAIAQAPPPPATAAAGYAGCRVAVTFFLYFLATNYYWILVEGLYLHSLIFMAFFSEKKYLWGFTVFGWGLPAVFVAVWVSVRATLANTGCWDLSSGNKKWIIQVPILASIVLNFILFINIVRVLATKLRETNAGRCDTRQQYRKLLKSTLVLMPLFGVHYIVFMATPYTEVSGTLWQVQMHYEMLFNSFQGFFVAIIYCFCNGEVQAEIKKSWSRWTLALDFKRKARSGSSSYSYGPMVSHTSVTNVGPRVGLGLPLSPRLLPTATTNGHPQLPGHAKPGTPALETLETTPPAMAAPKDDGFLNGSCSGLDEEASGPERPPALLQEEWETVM
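HEK-293-derived GP2 cells expressing PTHR1 and a GloSensor cAMP reporter, 3,000/well, plated overnight, given luciferin plus IBMX (each 0.5 mM as added) for 1 h at 37 °C, then compound for 1 h at 37 °C. Luminescence was read after 15 min at room temperature.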
aSyn yeast inh = rescues yeast growth from alpha-synuclein toxicity. Yeast expressing alpha-synuclein, growth rescue, BacTiter-Glo, 24 h. Potency, µM (titrated, usually from 46.1 µM), inactives show at the top dose growth rescue (activation), actives largely listed as activators. 370,000 tested, 0.14% active; note: % of control where 0% means no effect; nearly all actives have a fitted effect of over 65% in size
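Galactose-induced alpha-syn yeast (OD600=0.02, raffinose-pregrown) + pinned cpd, 24 hr, 30 deg C; growth by BacTiter-Glo luminescence. Growth restoration scores as activation.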
EPAC2 agonist = activates human EPAC2 exchange factor. AID 720711. Potency, µM (doses to about 154 µM), without a hit: at the highest dose activation, actives largely listed as activators. 360,000 tested, 0.079% active. EPAC2 activation, biochemical qHTS; response scale: 100% = 6.5 mM cAMP response; note: nearly all actives have a fitted effect of over 50% in size
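EPAC2 (100 nM) mixed with Rap1B loaded with BODIPY-GDP (250 nM) plus 50 uM unlabeled GDP; compounds pinned in, 5 min RT, then read every 5 min for 30 min (ex 480, em 540 nm). Normalized to cAMP control.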
EPAC1 ag = EPAC1 (human) agonism; O95398; EPAC1 agonist qHTS, biochemical assay; response scale: 100% = response to 6.5 mM cAMP; Potency, µM (titrated, usually from 154 µM), for inactives: at the highest dose activation, most hits filed as activators; 360,000 tested, 0.073% active; note: nearly all actives have a fitted effect of over 60% in size
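Normalized to 6.5 mM cAMP, activity reflects EPAC1-catalysed release of BODIPY-GDP from Rap1B, followed kinetically over 30 min at 480 nm excitation, 540 nm emission. Reaction contained 100 nM EPAC1, 250 nM Rap1B-BODIPY-GDP, 50 uM GDP.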
EPAC1 antag = blocks human EPAC1 exchange factor | 360,000 tested, 0.14% active | AID 720709 | EPAC1 GEF assay, Rap1b-BODIPY-GDP exchange fluorescence | Potency, µM (doses to about 115 µM), without a hit: top-dose activity change, negative = inhibition, most hits filed as inhibitors | O95398;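 note: plate controls were vehicle for no effect and positive control for full effect; nearly all actives have a fitted effect of over 50% in size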
The depositor's hits bear a star; i = inactive; ? = inconclusive; · = no result given; & = joins results of further samples; [ ] = remark or other dose. Calls come from the whole dose curve; as a rule, active = well fitted curve in the direction sought with a large enough effect; inconclusive = small, poorly fitted or top-dose-only effect, or another doubt; inactive = no such curve, though single readings can be large; an effect the other way counts as inactive or inconclusive. Potency is the fitted concentration of half-maximal effect.

SMILES	TDP43 rescue	FUS suppressor	EPAC2 antag	PTHR1 agonist	aSyn yeast inh	EPAC2 agonist	EPAC1 ag	EPAC1 antag
COCCOC(=O)C1=C(C)OC(N)=C(C#N)C1c1ccco1 (centres undefined)	2%	-1%	13%	-1%[57.5 µM]	3%	-4%	-12%	-16%
COc1ccc(C)cc1NC(=O)c1cnc2n(c1=O)CCS2	9%	-9%	4%	-14%	-1%	9%	7%	-6%
CCN(CC(=O)NCc1cccs1)C(=O)c1cccc(S(=O)(=O)Nc2ccccc2Cl)c1	1%	6%	-2%	-21%	0%	3%	3%	-24%
Cc1cccc(C)c1NC(=O)COC(=O)c1cccnc1	20%	-26%	4%	-7%	-6%	8%	9%	-3%
Cc1ccc(NC(=S)N(CCN(C)C)Cc2cc3cc(C)cc(C)c3[nH]c2=O)cc1	3%	·	0%	i	7%	-4%	-5%	-20%
COc1ccccc1CNC(=O)C1CC2Cn3c(nc4cc(C)c(C)cc43)C2N1C (centres undefined)	9%	-21%	0%	i	?	3%	-10%	-8%
Cc1cccc(Nc2nc(C)nc3c2oc2ccccc23)c1	?	4%	-5%	-7%	-12%	26%	-3%	-16%
CCCCn1c(N)c(N(CC)C(=O)Cc2ccc(S(=O)(=O)N3CCOCC3)s2)c(=O)[nH]c1=O	-25%	13%	2%	15%	-1%	-5%	6%	7%
CN(C(=O)CNc1ccccc1Cl)C1CCS(=O)(=O)C1 (centres undefined)	24%	-2%	1%	-27%	2%	2%	-1%	1%
C=CCNC(=O)c1ccc(N(CC=C)S(C)(=O)=O)cc1	-8%	4%	3%	i	3%	-6%	9%	-12%
O=[N+]([O-])c1ccccc1S(=O)(=O)NCCC1=CCCCC1	?	·	-14%	i	4%	10%	3%	-17%
CCCc1nc2c3ccccc3ccn2c1CC(C)(C)C	5%	-10%	?	-26%	-5%	6%	-5%	-1%
COc1ccc(C(=O)Nc2c(F)c(F)c(F)c(F)c2F)cc1OC	?	-13%	8%	-8%	-9%	8%	1%	-4%
CCOc1ccc(Cl)cc1CN1CCOCC1	14%	-19%	-1%	-20%[57.5 µM]	-2%	-10%	-9%	-6%
CC(=O)N/C(=C\c1ccccc1)C(=O)Nc1ccccc1C	6%	-19%	6%[57.1 µM]	i	5%	8%	-4%	-5%
COc1cc(/C=C2\C(=N)N3N=C(CC(=O)N4CCOCC4)SC3=NC2=O)cc(OC)c1OC	-9%	21%	4%	-10%	-4%	10%	-2%	0%
CC1CCN(C(=O)CCNS(=O)(=O)c2ccc3c(c2)c(=O)n(C)c(=O)n3C)CC1	11%	8%	3%	i	1%	-1%	7%	12%
O=C1CCC([N+](=O)[O-])C(c2ccc(Cl)c([N+](=O)[O-])c2)N1 (centres undefined)	16%[9.22 µM]	14%	12%	i	-8%	7%	19%	1%
CN1CCN(c2ccc(NC(=O)COc3ccccc3[N+](=O)[O-])cc2)CC1	7%	11%	15%	i	-1%	-1%	-3%	1%
COCCN(C(=O)COC(=O)/C=C/c1cccc(C(F)(F)F)c1)c1c(N)n(CC(C)C)c(=O)[nH]c1=O	21%	10%	7%	-18%	0%	2%	10%	3%
COCCNC(=O)CSc1nc2nn(-c3ccccc3)c(=O)c-2c2n1CCCCC2	10%	9%	-6%	-21%	0%	0%	3%	-7%
COc1cc(/C=N/NC(=O)c2nnn(-c3nonc3N)c2C(C)C)ccc1O	13%	-21%	-5%	-41%[inhibitor]	-13%	8%	-1%	-15%
C[C@H]1CN([C@@H](C)CO)C(=O)CCCn2nncc2CO[C@@H]1CN(C)S(=O)(=O)c1ccc2ccccc2c1	7%	24%	-21%	-36%[inhibitor]	5%	-8%	-5%	0%
CC1(C)CC2CC(C)(CN2/C=N/c2sc3c(c2C#N)CC(C)(C)NC3(C)C)C1 (centres undefined)	-4%	9%	-3%	11%	-1%	2%	-7%	-26%
CC(=O)c1cccc(NC(=O)COC(=O)c2n[nH]c3ccccc23)c1	12%	3%	7%	-12%	-1%	-7%	0%	-3%
SMILES	TDP43 rescue	FUS suppressor	EPAC2 antag	PTHR1 agonist	aSyn yeast inh	EPAC2 agonist	EPAC1 ag	EPAC1 antag
CCOC(=O)CCCNC(=O)CN1C(=O)NC(CCc2ccccc2)C1=O (centres undefined)	-26%	24%	10%	5%	2%	1%	-3%	-1%
CN(Cc1nc(-c2cccnc2)no1)S(=O)(=O)c1ccccc1	6%	-9%	-10%	-38%[inhibitor]	-1%	3%	-5%	5%
OC[C@@H]1CN(C2CCCC2)C[C@H](n2cnc3c(NC4CCC4)ncnc32)O1	22%	-23%	21%	i	3%	8%	-6%	-2%
COCCC(=O)N1CCC(Oc2ccc(C(=O)N(C)CCCC3CCCC3)cc2)CC1	9%	?	-14%	-13%	8%	7%	4%	0%
O=C1c2ccccc2C(=O)N1CCc1nc2ccccc2c(=O)n1Cc1ccco1	19%	-23%	1%	-20%	0%	5%	-1%	-1%
CCCc1cc(=O)[nH]c(SCC(=O)NC(=O)OCC)n1	-20%	-4%	-5%	i	-3%	10%	8%	0%
COc1ccc(C(=S)NC2CCCCC2)cc1	28%	1%	0%[57.1 µM]	i	-4%	-16%	5%	-12%
O=S(=O)(Cc1ccc(Cl)cc1)C1CCCCC1O (centres undefined)	-2%	11%	3%	i	-5%	5%	4%	-2%
Cc1cc(C)n(CCNC(=O)c2ccc3c(c2)OCO3)n1	-9%	17%	4%	-10%	2%	6%	10%	0%
O=C(Cn1nc(C(F)F)cc1C1CC1)N1CCCC1	-7%	19%	3%	i	0%	10%	1%	-14%
O=C(NC1=NCCS1)c1ccc(Br)s1	-16%	28%	8%	-13%[57.5 µM]	-3%	12%	-2%	-3%
O=C(CSc1n[nH]c(-c2ccccc2O)n1)N1CCCc2ccccc21	3%	-7%	-2%	-31%[inhibitor]	-5%	2%	2%	8%
CC1CC(C)(C)CC2(C1)NC(=O)N(CC(=O)N1CCN(S(=O)(=O)c3cccc(F)c3)CC1)C2=O (centres undefined)	-1%	14%	-1%	-15%	-3%	-2%	12%	-8%
O=C(Nc1ccc(C(=O)NCc2ccc(F)cc2)cc1)C1=CSCCO1	14%	2%	-10%	-50%[inhibitor]	2%	-5%	8%	-13%
C/C(=N\NC(=O)c1ccncc1)c1ccc(NC(=O)c2ccc(Cl)cc2)cc1	9%	10%	3%	-16%	1%	-9%	2%	5%
CCCCNC(=O)C1(C)CCN1C(=O)c1oc2ccccc2c1C (centres undefined)	13%	11%	-19%	i	7%	2%	-7%	3%
CCc1nn(CCCC(=O)N2CCN(c3ccc(OC)cc3)CC2)c(=O)c2cc3occc3n12	12%&0%	?	-6%	-13%	1%	9%	11%	-3%
CCCn1c(C(O)c2cc(OC)ccc2OC)nc2ccccc21 (centres undefined)	-13%	22%	23%	-10%[57.5 µM]	-4%	8%	-1%	3%
Cc1ccc(N2CCN(c3ccc(C)cc3)C(CC(=O)O)C2=O)cc1 (centres undefined)	-14%	29%	11%	-12%[57.5 µM]	9%	2%	4%	16%
CCOc1ccc(S(=O)(=O)N2CCN(C(=O)c3cc4ccccc4o3)CC2)cc1	3%	?	-14%	-59%[inhibitor]	0%	10%	14%	-3%
CC(C)CCC1(CCO)C(=O)N=C(N)NC1=O (centres undefined)	14%	-6%	20%	i	6%	2%	5%	4%
Cc1cccc2c(C(=O)O)c3cccc(C)c3nc12	13%	17%	0%	-15%	4%	8%	-7%	-21%
COc1ccc(CCN2CC(C(=O)N(C)C3CCOCC3)CCC2=O)cc1 (centres undefined)	-24%	25%	24%	7%	0%	6%	-9%	36%
N#C/C(=C(/O)CN1CCOCC1)c1nc(-c2ccccc2)cs1	-10%	7%	10%	-1%[57.5 µM]	-4%	5%	-2%	10%
CCCCNC(=O)CSc1nc2ccc(NC(=O)CSc3nnc(N)s3)cc2s1	3%	·	0%	-13%	-2%	-4%	-8%	-13%

Given as comma-separated lines: 2 of the compounds above.
Structure,TDP43 rescue,FUS suppressor,EPAC2 antag,PTHR1 agonist,aSyn yeast inh,EPAC2 agonist,EPAC1 ag,EPAC1 antag
OC[C@@H]1CN(C2CCCC2)C[C@H](n2cnc3c(NC4CCC4)ncnc32)O1,22%,-23%,21%,i,3%,8%,-6%,-2%
O=S(=O)(Cc1ccc(Cl)cc1)C1CCCCC1O (centres undefined),-2%,11%,3%,i,-5%,5%,4%,-2%

Just aSyn yeast inh, for some of the entries so far:
compound,aSyn yeast inh
COCCC(=O)N1CCC(Oc2ccc(C(=O)N(C)CCCC3CCCC3)cc2)CC1,8%
O=C1c2ccccc2C(=O)N1CCc1nc2ccccc2c(=O)n1Cc1ccco1,0%

Later entries
SMILES	TDP43 rescue	FUS suppressor	EPAC2 antag	PTHR1 agonist	aSyn yeast inh	EPAC2 agonist	EPAC1 ag	EPAC1 antag
Cc1nnc(NC(=O)C2CCCN(S(=O)(=O)Cc3ccccc3)C2)s1 (centres undefined)	-3%	56%	1%	-26%[57.5 µM]	1%	-1%	0%	-28%
COc1ccc(-n2c(-c3ccc(Br)cc3)c[n+]3c2CCC3)cc1	-15%	-4%	7%	-23%	-3%	8%	-1%	4%
O=C(Nc1cccc(-c2cn3ccccc3n2)c1)c1cnccn1	0%	16%	5%	-15%[57.5 µM]	0%	4%	3%	-3%
C=CCn1c(COc2cccc3ccc(C)nc23)nnc1SCC(N)=O	-9%	19%	-3%	?	0%	6%	-2%	16%
CC(=O)Nc1c(-c2ccccc2Cl)c(=O)c2ccccc2n1C	-2%	-27%	12%	i	-1%	11%	2%	2%
CCOC(=O)N1CCN(C(=O)c2ccc(S(=O)(=O)NCc3ccco3)cc2)CC1	-8%[9.22 µM]	8%	-16%	i	-3%	-1%	-11%	-9%
O=C(c1ccccc1F)N(Cc1ccc2c(c1)OCO2)Cc1cc2cc3c(cc2n2nnnc12)OCO3	9%	-22%	37%[activator][57.1 µM]	i	1%	-16%	3%	11%
O=C(O)c1cc(Cl)c(Cl)cc1C(=O)Nc1cccc2ncccc12	14%	·	4%	-19%	-1%	-2%	-3%	-16%
O=C(NCCN1CCCCCC1)C1CC(=O)N(CCc2ccccc2)C1 (centres undefined)	-4%	3%	-3%	-22%[57.5 µM]	3%	0%	17%	-12%
CC1CCCC(NC(=O)COC(=O)/C=C/c2ccc(S(=O)(=O)N3CCOCC3)cc2)C1C (centres undefined)	10%	13%	2%	i	8%	8%	8%	-3%

A portion of the library; count on the stated rates, not on these rows.
